SMARCA2 activ: SMARCA2 function activation, primary screen. activation, % at 9.1 µM. MG213 cells, MMTV-luciferase reporter, dexamethasone, overnight. 1% of 370,000 active. AID 652017; in the data active = activation above about 7.8%;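 also: 0% = vehicle wells and 100% = reference activator wells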
HTRA1 inh: inhibitors of human serine peptidase HTRA1; Q92743; recombinant HTRA1, FP-rhodamine activity-based probe, fluorescence polarization; inhibition, % at 5.96 µM; 0.5% of 340,000 active; in the data active = inhibition above about 36%;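 also: 0% = enzyme with DMSO and 100% = wells lacking enzyme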
mABHD4 FP: inhibits mouse alpha/beta hydrolase domain 4 | Q8VD66 | purified mABHD4, FP-Rh probe fluorescence polarization | inhibition, % at 8.92 µM | 0.54% of 370,000 active;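 active = inhibition exceeding the mean over every tested compound plus 3 SD, cut at about 30% in these data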;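 also: 0% = plate median of compound wells and 100% = S159A mutant with DMSO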
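Material: mouse ABHD4 enzyme, wild type; Benchmarks: S159A mutant high control, sample median low control; Buffer or medium: HEPES pH 7.0, NaCl, Pluronic buffer; Signal: fluorescence polarization; Read-out: percent inhibition of probe binding, normalized to plate controls; Timing: pre-incubation 45 min, probe exposure 60 min, at 25 °C; Dosing: 8.92 µM, single dose.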
ASAP1 inh: ASAP1 ArfGAP inhibition | Q9ULH1 | ASAP1-stimulated ARF1 GTP hydrolysis, GDP FP detection | inhibition, % at 16.5 µM | 0.19% of 360,000 active; in the data active = inhibition above about 25%;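 also: 0% = vehicle with enzyme and substrate and 100% = no enzyme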
NR1D1 modulator: Rev-erb alpha (human) modulation; activity, % at 10 µM; P20393; Rev-erbα–FITC-DNA binding, fluorescence polarization, 90 min; 0.79% of 370,000 active;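 active = activity above about 14%, limit read from the data; passing the limit was not always enough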;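 also: 0% = DMSO wells with 35 nM protein and 100% = DMSO wells with 750 nM protein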
Target sequence (P20393 whole entry, looked up): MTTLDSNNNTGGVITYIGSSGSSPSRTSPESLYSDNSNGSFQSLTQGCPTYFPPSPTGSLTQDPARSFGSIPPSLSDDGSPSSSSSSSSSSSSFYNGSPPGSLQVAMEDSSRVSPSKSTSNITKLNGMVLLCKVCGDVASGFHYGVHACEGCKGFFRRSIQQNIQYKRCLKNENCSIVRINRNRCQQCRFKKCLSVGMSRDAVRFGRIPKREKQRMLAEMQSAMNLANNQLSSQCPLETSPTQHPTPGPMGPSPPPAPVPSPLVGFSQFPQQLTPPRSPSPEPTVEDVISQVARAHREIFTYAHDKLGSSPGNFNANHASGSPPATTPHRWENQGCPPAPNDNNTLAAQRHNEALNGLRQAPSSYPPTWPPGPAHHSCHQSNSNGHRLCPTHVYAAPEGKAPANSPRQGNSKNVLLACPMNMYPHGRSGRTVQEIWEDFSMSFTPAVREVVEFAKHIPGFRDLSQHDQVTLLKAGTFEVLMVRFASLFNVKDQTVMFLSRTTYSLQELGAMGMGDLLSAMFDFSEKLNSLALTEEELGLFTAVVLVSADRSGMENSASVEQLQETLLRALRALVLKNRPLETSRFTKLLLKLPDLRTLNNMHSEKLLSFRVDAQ
PG9 Ab binder: binds the HIV-1 gp120 antibody PG9 | inhibition, % at 6.7 µM | 0.43% of 360,000 active | TR-FRET gp120-PG9 antibody binding | AID 624416; in the data active = inhibition above about 8.5%
GC-A act: GC-A (human) enzyme activation; 0.14% of 370,000 active; activation, % at 10 µM; P16066; HEK293 GC-A cells, cGMP TR-FRET, EC30 ANP; 0% at EC30 ANP, 100% saturating ANP; in the data active = activation above about 40%
ARFGAP1 inh: rat ARFGAP1 inhibition. Q62848. Arfgap1-stimulated ARF1 GTP hydrolysis, GDP FP detection. inhibition, % at 16.5 µM. 0.26% of 360,000 active. AID 651572;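 active = inhibition above a per-plate limit, mean inhibition of low control wells plus 3 SD, cut at about 25% in these data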;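 also: 0% = DMSO wells with enzyme and 100% = wells lacking Arfgap1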
Target sequence (Q62848 1-136 limits assumed): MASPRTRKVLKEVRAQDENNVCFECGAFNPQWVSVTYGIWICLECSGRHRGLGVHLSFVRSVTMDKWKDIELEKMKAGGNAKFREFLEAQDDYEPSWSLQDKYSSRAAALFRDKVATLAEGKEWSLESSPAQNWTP
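Material – truncated rat Arfgap1 GAP domain · Buffer or medium – HEPES-based buffer, pH 7.5 · Reagent – human ARF1(Δ1-17)-GTP substrate · Dosing – 16.5 µM single point, 1.26% DMSO · Schedule – GTP hydrolysis reaction 2 h at 25 °C · Technique – GDP detection by fluorescence polarization · Benchmarks – No-Arfgap1 wells (100%) versus DMSO full-reaction wells (0%) · Repeats – single replicate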
NPR2 activator: GC-B (human) receptor activation; 0.11% of 370,000 active; AID 1920062; activation, % at 10 µM; HEK293-GC-B cells, CNP EC30, cGMP TR-FRET; 0% at EC30 CNP, 100% saturating CNP;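 active = activation at 10 µM reaching about 35% in either raw or pattern-adjusted values, limit read from the data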
rCAG binder: r(CAG) repeat RNA binding; TO-PRO-1 dye displacement fluorescence; inhibition, % at 3 µM; 1.3% of 370,000 active; AID 651821;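 active = inhibition above the plate cutoff, the mean of all test compounds on that plate plus 3 SD, cut at about 35% in these data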;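 also: 0% = DMSO alone and 100% = 100 µM mitoxantrone as full dye displacement; higher means more dye released from RNA so lower well fluorescence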
* marks the source's active call; other numbers are inactive results; / = no result given; & = joins results of further samples.

mol	ASAP1 inh	HTRA1 inh	NPR2 activator	NR1D1 modulator	rCAG binder	ARFGAP1 inh	mABHD4 FP	SMARCA2 activ	PG9 Ab binder	GC-A act
CCCNC(=O)c1ccccc1NC(=O)c1ccc2c(=O)n3c(nc2c1)CCC3	1	-33	-1	-5	5	10	-16	-3	0.2	-2
CCN(CC)N=Nc1cccc(NC(C)=O)c1	-6	4	3	-2	0	-5	0	2	0.2	-2
CC1CCCCN1C(=O)/C=C/c1ccccc1[N+](=O)[O-] (centres undefined)	-9	-3	5	2	-2	2	8	1	0.6	0
C=CCNC(=O)COC(=O)/C=C/c1cccs1	6	-5	-3	-3	-1	11	2	3	-1.6	0
Cc1ccc(S(=O)(=O)c2nc(/C=C/c3ccccc3)oc2N2CCC(C(N)=O)CC2)cc1	0	-15	-2	-4	4	7	3	-2	-0.7	-4
CCCCCOc1ccc(C(=O)CCC(=O)Nc2ccc(NC(C)=O)cc2)cc1	-1	1	-7	2	1	8	5	0	-0.9	-2
Cc1cccc2sc(NC(=O)c3ccc(OCC4CCCO4)cc3)nc12 (centres undefined)	14	-13	-10	-1	0	3	-4	12*	0.5	6
Cc1cc(C(=O)Nc2ccc(F)cc2C)cs1	-17	4	2	-6	-3	4	0	1	-1.7	5
O=C(NCC1CC1)c1onc(CSc2ccc(F)c(F)c2)c1C(=O)NCC1CC1	-1	-22	-2	1	-5	-1	-4	0	-0.9	2
CCCn1c(SCC(=O)Nc2cccc(C(=O)OC)c2)nnc1-c1cccnc1	4	-5	-3	2	-10	-5	9	-3	-1.9	2
CCOC(=O)c1cc(S(=O)(=O)N2CCc3ccccc32)cn1C	-17	0	-2	3	1	2	-4	-1	1.9	-4
CC(=O)Nc1ccc(S(=O)(=O)N2CCC(NC(=O)C(Cc3cccn3C)NC(C)=O)CC2)cc1 (centres undefined)	-5	4	-3	-7	12	-5	4	-3	0.6	-2
CC(=O)Nc1ccc(S(=O)(=O)Nc2nnc(C)s2)cc1	-4	-3	-6	-8	1	3	1	-1	-1.4	4
Cc1nnnn1/C(=C\c1ccccc1)C(=O)OCC(=O)Nc1ccc(Cl)cc1F	-10	-1	-1	-7	-2	1	-3	-13	0.8	9
Cc1cc2c(c(=O)n1CC1CCCO1)C(c1ccco1)C(C#N)=C(N)O2 (centres undefined)	-1	-2	2	-1	1	9	7	0	-2.1	0
CC(Oc1ccccc1Cl)C(=O)Nc1ccc(S(=O)(=O)N2CCOCC2)cc1 (centres undefined)	-16	-1	0	1	1	-9	2	-4	0.8	-2
COc1ccc(/C=C2\CCCC(C(=O)C(F)(F)F)=C2O)cc1	-1	-2	-1	1	-1	4	10	7	-0.8	6
COc1ccc(Cc2nnc(N/N=C/c3ccc(O)cc3O)[nH]c2=O)cc1OC	-13	-2	-3	1	14	4	9	1	-7.5	-4
COc1ccc(N2CCN(C(=O)c3cccc(F)c3)CC2)c([N+](=O)[O-])c1	-8	-1	-2	1	-6	3	4	-4	-0.9	-2
Cc1nc2c(oc3ccccc32)c(=O)o1	2	-8	-5	5	8	18	2	4	-1.3	-2

The final 2 entries of the section above come first, to join the parts.
mol	ASAP1 inh	HTRA1 inh	NPR2 activator	NR1D1 modulator	rCAG binder	ARFGAP1 inh	mABHD4 FP	SMARCA2 activ	PG9 Ab binder	GC-A act
COc1ccc(N2CCN(C(=O)c3cccc(F)c3)CC2)c([N+](=O)[O-])c1	-8	-1	-2	1	-6	3	4	-4	-0.9	-2
Cc1nc2c(oc3ccccc32)c(=O)o1	2	-8	-5	5	8	18	2	4	-1.3	-2
COc1ccc(CC(=O)N2CCN(C(=O)Cc3ccc(OC)c(OC)c3)CC2)cc1OC	3	3	3	9	0	-12	-5	0	-0.7	1
COc1ccc(CC(=O)Nc2ccc3c(c2)CCC3)cc1OC	13	-4	-5	2	1	1	-1	-2	-0.1	1
O=C(Cc1ccccc1)NCC(=O)N1CCCC1	11	-3	5	-2	-4	17	2	0	-1.5	-1
COc1ccc(C(=O)Nc2ccc3c(c2)nc(CCNC(=O)c2ccco2)n3C)cc1	13	0	-7	-6	2	9	2	5	-2.1	-2
COc1ccccc1OCC(=O)/C=C1/N(C)c2ccccc2C1(C)C	12	-10	-3	0	-9	-2	-1	-4	0.8	-7
O=C(O)CSc1cccc2cccnc12	-1&-4	-5&7	-2&1	0&7	1&-1	2&11	10&0	-1&-2	0.9&0.2	2&4
COc1cccc(CNC(=O)Cc2ccc(-c3ccccc3)cc2)c1	-5	-26	-1	2	6	-5	-1	-2	-0.8	5
Cc1noc(C)c1NC(=O)N(C)C[C@H]1Oc2c(NC(=O)Nc3ccc4c(c3)OCO4)cccc2C(=O)N([C@H](C)CO)C[C@@H]1C	14	3	11	5	-3	4	6	3	-0.5	0
Cc1ccc([C@@H]2C[C@H]3CN(Cc4cccc(Cl)c4)C(=O)[C@]34CCCN24)o1	-14	5	-1	2	-4	11	-3	-1	-1.0	-5
c1cncc(-c2nc(NCc3cccs3)c3ccccc3n2)c1	-6	-43	8	1	-1	10	-5	-3	0.5	4

13 structures already listed, arranged by length of the SMILES, largest number first:
mol	ASAP1 inh	HTRA1 inh	NPR2 activator	NR1D1 modulator	rCAG binder	ARFGAP1 inh	mABHD4 FP	SMARCA2 activ	PG9 Ab binder	GC-A act
Cc1noc(C)c1NC(=O)N(C)C[C@H]1Oc2c(NC(=O)Nc3ccc4c(c3)OCO4)cccc2C(=O)N([C@H](C)CO)C[C@@H]1C	14	3	11	5	-3	4	6	3	-0.5	0
Cc1ccc([C@@H]2C[C@H]3CN(Cc4cccc(Cl)c4)C(=O)[C@]34CCCN24)o1	-14	5	-1	2	-4	11	-3	-1	-1.0	-5
COc1ccc(N2CCN(C(=O)c3cccc(F)c3)CC2)c([N+](=O)[O-])c1	-8	-1	-2	1	-6	3	4	-4	-0.9	-2
COc1ccc(C(=O)Nc2ccc3c(c2)nc(CCNC(=O)c2ccco2)n3C)cc1	13	0	-7	-6	2	9	2	5	-2.1	-2
Cc1nnnn1/C(=C\c1ccccc1)C(=O)OCC(=O)Nc1ccc(Cl)cc1F	-10	-1	-1	-7	-2	1	-3	-13	0.8	9
CC(Oc1ccccc1Cl)C(=O)Nc1ccc(S(=O)(=O)N2CCOCC2)cc1 (centres undefined)	-16	-1	0	1	1	-9	2	-4	0.8	-2
Cc1cc2c(c(=O)n1CC1CCCO1)C(c1ccco1)C(C#N)=C(N)O2 (centres undefined)	-1	-2	2	-1	1	9	7	0	-2.1	0
COc1ccccc1OCC(=O)/C=C1/N(C)c2ccccc2C1(C)C	12	-10	-3	0	-9	-2	-1	-4	0.8	-7
COc1cccc(CNC(=O)Cc2ccc(-c3ccccc3)cc2)c1	-5	-26	-1	2	6	-5	-1	-2	-0.8	5
COc1ccc(CC(=O)Nc2ccc3c(c2)CCC3)cc1OC	13	-4	-5	2	1	1	-1	-2	-0.1	1
O=C(Cc1ccccc1)NCC(=O)N1CCCC1	11	-3	5	-2	-4	17	2	0	-1.5	-1
Cc1nc2c(oc3ccccc32)c(=O)o1	2	-8	-5	5	8	18	2	4	-1.3	-2
O=C(O)CSc1cccc2cccnc12	-1&-4	-5&7	-2&1	0&7	1&-1	2&11	10&0	-1&-2	0.9&0.2	2&4

Remaining list, next part
mol	ASAP1 inh	HTRA1 inh	NPR2 activator	NR1D1 modulator	rCAG binder	ARFGAP1 inh	mABHD4 FP	SMARCA2 activ	PG9 Ab binder	GC-A act
Cn1c(=O)c2c(nc(NCCCO)n2Cc2cccc(Br)c2)n(C)c1=O	-5	4	9	2	-3	-4	5	-4	-1.3	12
COc1ccc(C(CC(=O)NCc2ccccc2)C(C)C)cc1 (centres undefined)	1	0	-6	0	-4	11	-3	-2	-4.0	-4
CC(=O)Nc1ccc(C(=O)NNC(=O)c2cc([N+](=O)[O-])cc([N+](=O)[O-])c2)cc1	2	-1	2	9	2	-7	2	-2	-3.1	3
Nn1c(SCc2nc3ccccc3[nH]2)nnc1C1CCCCC1	-18	-5	-2	-3	1	-2	-6	0	-1.1	0
C=CCNC(=S)N1CC2(C)CN(C(=S)NCC=C)CC(C)(C1)C2=O	-4	-1	3	0	-1	4	-4	3	-2.1	0
CCc1ccc(-c2nc(CN3CCC(C(=O)NCc4ccco4)CC3)c(C)o2)cc1	11	/	-7	-3	-9	1	0	7	-1.2	-2
Cc1cccc2cc3c(nc12)-c1ccccc1C3=O	-11	0	-1	-5	1	-2	-4	0	-1.7	-5
Nc1nc(SCc2ccccc2)c2ncn(Cc3ccccc3)c2n1	1	-22	20	-4	3	-4	-9	-2	-2.6	10
Cn1cc(/C=C/c2cc[n+](C)cc2)c2cc(Cl)ccc21	21	4	-7	165*	-185	7	-15	-4	-7.8	-2
C/C(=C\c1ccccc1)C(=O)Nc1nccs1	11	5	-2	1	-2	-7	3	6	-2.9	1
O=C(COC(=O)c1ccccc1C(=O)N1CCN(c2ccc(F)cc2)CC1)NCc1ccccc1	1	-6	1	-5	-9	5	-2	0	-0.9	-2
O=C(N/N=C1\C(=O)c2cccc3cccc1c23)c1ccc(O)cc1	8	-8	-1	-30	9	7	6	0	-3.0	-15
COc1ccc(NC(C)=O)cc1NC(=O)CN1CCN(CC(=O)Nc2ccc(Cl)cc2)CC1	4	-9	1	-1	6	10	-10	-2	-1.0	0
CCOC(=O)c1cccc(NC(=O)CN2C(=O)C3C4C=CC(C4)C3C2=O)c1 (centres undefined)	-3	3	-3	2	-2	10	3	-2	0.2	-2
Cc1cccc(OCC(=O)Nc2ccc3c4c(cccc24)CC3)c1C	7	1	3	4	3	9	7	0	-2.1	-2
CC1CC(C)CN(C(=O)COC(=O)CNC(=O)C23CC4CC(CC(C4)C2)C3)C1 (centres undefined)	-13	6	-4	-7	-10	-2	1	-3	0.9	3
COCCn1c(N)c(N(Cc2ccccc2)C(=O)COc2ccccc2F)c(=O)[nH]c1=O	8	1	2	1	0	3	4	-2	1.4	0
Cc1cc(=O)[nH]c(SCCOc2ccc3c(c2)CCC3)n1	14	-6	-1	6	2	9	2	-1	0.0	4
N#CCC(=O)N/N=C\c1cccc(OC/C=C/c2ccccc2)c1	-1	-48	-12	5	27	14	-9	5	-0.8	3
Cc1ccc(NC(=O)CN2C(=O)S/C(=C\C(=O)Nc3ccc(Cl)cc3)C2=O)cc1	-7	-4	1	-2	3	-1	-2	0	1.0	0
COc1ccc(C2SCC(=O)N2C)cc1 (centres undefined)	7	0	0	0	1	-1	-5	0	-1.7	4
O=C(COC(=O)c1n[nH]c2ccccc12)NC1CCCCC1	-1	-4	-5	4	0	-2	3	-3	0.0	1
O=C(Cc1ccc(Cl)cc1)OCC(=O)N1CCCCCC1	4	5	1	-4	0	1	-7	-1	0.1	4
O=CN1CCN(c2c([N+](=O)[O-])c(=O)oc3ccccc23)CC1	8	13	-6	1	2	3	3	-2	0.3	0
CCN(CC(=O)Nc1cccc(OC)c1)C(=O)C1CCN(C(=O)Nc2ccccc2)CC1	-8	7	-6	2	-2	6	1	0	0.0	-3

Bioassay records as filed in PubChem.
